MBD2 inh: inhibitors of MBD2 binding to methylated DNA, primary screen, biochemical, TR-FRET, DNA-binding domain, human | MBD2 binding to methylated oligonucleotide | inhibition, % at 4.4 µM | hit rate 0.31% among 370,000 | Methyl-CpG-binding domain protein 2 (Homo sapiens), Q9UBB5; in the data active = inhibition above about 13%
Target sequence (Q9UBB5 whole entry, looked up, the tested form may be a part): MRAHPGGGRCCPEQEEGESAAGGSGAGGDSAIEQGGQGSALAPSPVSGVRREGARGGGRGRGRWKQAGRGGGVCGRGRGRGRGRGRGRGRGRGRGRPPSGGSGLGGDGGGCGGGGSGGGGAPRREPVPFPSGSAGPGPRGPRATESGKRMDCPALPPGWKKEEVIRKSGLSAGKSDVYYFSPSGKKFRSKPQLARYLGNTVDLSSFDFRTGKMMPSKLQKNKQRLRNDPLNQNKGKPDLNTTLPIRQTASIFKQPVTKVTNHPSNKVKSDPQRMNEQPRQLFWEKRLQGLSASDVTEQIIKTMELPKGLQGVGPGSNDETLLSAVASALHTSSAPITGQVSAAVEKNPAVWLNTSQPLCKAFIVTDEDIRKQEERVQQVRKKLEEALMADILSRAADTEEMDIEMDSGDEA
proKLK7 act: proKLK7 zymogen activators, primary screen, biochemical, fluorescence intensity; Kallikrein-7 (Homo sapiens), P49862; purified proKLK7, EDANS-DABCYL substrate fluorescence; 100% is mature enzyme control, 0% vehicle; activation, % at 7 µM; hit rate 0.9% among 370,000;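 active = activation above the mean of all tested compounds plus 3 SD, computed per campaign excluding outliers beyond control limits, cut at about 13% in these data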
ADAM17 inh: ADAM17 inhibitors, primary screen, biochemical, QFRET; Disintegrin and metalloproteinase domain-containing protein 17 (Homo sapiens), P78536; recombinant ADAM17, EDANS/DABCYL FRET peptide cleavage; inhibition, % at 6.95 µM; hit rate 0.83% among 370,000; AID 720648, 2013;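 active = inhibition above the mean of compounds lying between control limits plus 3 SD, set per campaign, cut at about 8.5% in these data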;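 also: 0% = DMSO-only wells as the low control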
ASAP1 GAP inh: inhibitors of human ASAP1 ArfGAP activity, primary screen, biochemical, fluorescence polarization. Arf-GAP with SH3 domain, ANK repeat and PH domain-containing protein 1 (Homo sapiens), …. ASAP1-stimulated ARF1 GTP hydrolysis, GDP FP detection. inhibition, % at 16.5 µM. hit rate 0.19% among 360,000. AID 624377, 2012; in the data active = inhibition above about 25%;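 also: 0% = vehicle with enzyme and substrate and 100% = no enzyme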
UHRF1 MBD2 ctr: UHRF1 methylated DNA binding inhibitors, primary screen, counter-screen for MBD2 inhibitor project, biochemical, TR-FRET, human UHRF1, single concentration; inhibition, % at 4.4 µM; hit rate 0.75% among 370,000; E3 ubiquitin-protein ligase UHRF1 (Homo sapiens), Q96T88; UHRF1 binding to methylated oligo; AID 687016, 2013; in the data active = inhibition above about 21%;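 also: UHRF1 SRA domain binding a hemimethylated CpG hairpin DNA probe; 0% = median of test compound wells and 100% = reference inhibitor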
ARFGAP1 inhibitor: inhibitors of rat ARFGAP1 GAP activity, primary screen, biochemical, fluorescence polarization, GDP tracer. hit rate 0.26% among 360,000. Arfgap1-stimulated ARF1 GTP hydrolysis, GDP FP detection. ADP-ribosylation factor GTPase-activating protein 1 (Rattus norvegicus), Q62848. inhibition, % at 16.5 µM;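 active = inhibition above a per-plate limit, mean inhibition of low control wells plus 3 SD, cut at about 25% in these data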;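 also: 0% = DMSO wells with enzyme and 100% = wells lacking Arfgap1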
Target sequence (Q62848 1-136 limits assumed): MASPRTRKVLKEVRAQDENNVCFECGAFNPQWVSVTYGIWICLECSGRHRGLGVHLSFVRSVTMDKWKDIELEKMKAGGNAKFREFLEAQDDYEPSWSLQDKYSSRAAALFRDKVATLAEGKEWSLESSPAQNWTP
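Replicates: Single well per compound | Assay system: Truncated rat Arfgap1 GAP domain | Control set: No-Arfgap1 wells (100%) versus DMSO full-reaction wells (0%) | Times: Enzyme reaction 120 min at 25 °C after 20 min preincubation | Reagent: Human ARF1(Δ1-17)-GTP substrate | Measured by: Tracer-displacement fluorescence polarization with EDTA stop, 620/688 nm | Measure: Percent inhibition of Arfgap1-stimulated GTP hydrolysis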
PLC-beta3 inh: human PLC-beta3 inhibitors, primary screen, biochemical, fluorescence; 1-phosphatidylinositol 4,5-bisphosphate phosphodiesterase beta-3 (Homo sapiens), Q01970; Purified PLC-beta3, fluorogenic substrate; inhibition, % at 12.2 µM; hit rate 0.18% among 370,000; AID 720704, 2013; in the data active = inhibition above about 11%;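 also: 0% = median of compound wells on plate and 100% = full blocker control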
DDE Tn7 FP inh: inhibitors of Tn7 peptide binding to fibrin DD(E), primary screen, biochemical, fluorescence polarization, human fibrin, Tn7 probe. FP displacement of FITC-Tn7 peptide from fibrin DD(E); 0% = median of compound wells per plate. inhibition, % at 8.3 µM. hit rate 0.13% among 370,000;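 active = inhibition above the mean of compounds falling within the control limits plus 3 SD of them, cut at about 14% in these data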;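 also: 0% = plate median of compound wells and 100% = 10 µM Aha-Tn7 peptide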
Target sequence (P02675 whole entry, looked up): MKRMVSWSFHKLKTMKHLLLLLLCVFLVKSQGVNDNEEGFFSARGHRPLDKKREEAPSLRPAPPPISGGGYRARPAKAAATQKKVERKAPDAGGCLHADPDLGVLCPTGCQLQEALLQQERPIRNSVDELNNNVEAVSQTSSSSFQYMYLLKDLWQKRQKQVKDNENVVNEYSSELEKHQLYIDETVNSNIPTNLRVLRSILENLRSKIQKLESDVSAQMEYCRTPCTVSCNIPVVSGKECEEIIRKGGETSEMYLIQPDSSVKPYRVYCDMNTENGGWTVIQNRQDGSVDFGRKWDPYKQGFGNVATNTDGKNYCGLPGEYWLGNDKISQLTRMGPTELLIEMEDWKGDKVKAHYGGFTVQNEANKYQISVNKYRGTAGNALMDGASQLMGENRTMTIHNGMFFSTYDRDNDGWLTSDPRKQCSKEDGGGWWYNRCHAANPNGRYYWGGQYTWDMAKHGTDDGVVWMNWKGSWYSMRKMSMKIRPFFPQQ
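Assay system: Human clot-derived fibrin DD(E) complex | Buffer or medium: Tris/NaCl/CaCl2 buffer, pH 7.8 | Repeats: One replicate per compound | Benchmarks: Aha-Tn7 high control | Measure: % inhibition scaled between sample-field median and high-control FP | Schedule: 10 min plus 3 h, room temperature | Signal: Fluorescence polarization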
PLCg1 inh: PLC-gamma1 enzyme inhibitors, primary screen, biochemical, fluorescence, purified enzyme | 1-phosphatidylinositol 4,5-bisphosphate phosphodiesterase gamma-1 (Homo sapiens), P19174 | fluorogenic substrate | inhibition, % at 12.2 µM | hit rate 0.84% among 370,000; in the data active = inhibition above about 9.5%
Tn6 DDE FP: inhibitors of Tn6 peptide binding to fibrin DD(E), primary screen, biochemical, fluorescence polarization, human fibrin, Tn6 probe; Fibrinogen beta chain (Homo sapiens), P02675; Fibrin DD(E) TRITC-Tn6 fluorescence polarization displacement; inhibition, % at 8.3 µM; hit rate 0.21% among 370,000; AID 720509, 2013;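 active = inhibition above a per-campaign cutoff: mean of compounds within control limits plus 3 SD, cut at about 15% in these data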;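 also: 0% = median of all compound wells on the plate and 100% = blocking peptide control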
Starred values were filed as active, the others as inactive; . = no result given; & = joins results of further samples.

Sample of the layout, 2 compounds:
mol	MBD2 inh	proKLK7 act	ADAM17 inh	ASAP1 GAP inh	UHRF1 MBD2 ctr	ARFGAP1 inhibitor	PLC-beta3 inh	DDE Tn7 FP inh	PLCg1 inh	Tn6 DDE FP
C[C@@H]1CN([C@H](C)CO)C(=O)c2cc(NC(=O)Nc3ccccc3)ccc2O[C@@H](C)CCCCO[C@H]1CN(C)S(=O)(=O)c1ccc(F)cc1	4	.	8	.	-1	.	2	-1	0	-4
CN(C)/C=C(\C#N)C(=O)c1cccnc1Oc1ccc(F)cc1F	-7	0.3	-1	1	-1	1	1	-1	1	6

This part in full, repeating the preview:
mol	MBD2 inh	proKLK7 act	ADAM17 inh	ASAP1 GAP inh	UHRF1 MBD2 ctr	ARFGAP1 inhibitor	PLC-beta3 inh	DDE Tn7 FP inh	PLCg1 inh	Tn6 DDE FP
C[C@@H]1CN([C@H](C)CO)C(=O)c2cc(NC(=O)Nc3ccccc3)ccc2O[C@@H](C)CCCCO[C@H]1CN(C)S(=O)(=O)c1ccc(F)cc1	4	.	8	.	-1	.	2	-1	0	-4
CN(C)/C=C(\C#N)C(=O)c1cccnc1Oc1ccc(F)cc1F	-7	0.3	-1	1	-1	1	1	-1	1	6
Cc1cc(OCC(O)CN2CCc3ccccc3C2)ccc1Cl (stereo unspecified)	-2	-0.2	4	1	-1	5	-6	9	-1	5
O=C(c1cccc(COCC(F)(F)C(F)F)c1)N1CCN(c2ccccc2)CC1	-7	0.5	8	0	8	-1	10	-4	4	0
Cc1ncoc1C(=O)N1CCc2c([nH]c3ccccc23)C1c1ccccc1F (stereo unspecified)	4	1.0	0	4	1	2	-3	7	-4	-4
CC(C)Cc1ccc(S(=O)(=O)Nc2cccnc2)cc1	2	-0.4	2	-6	3	0	0	-4	9.8*	-2
COc1ccc(C(=O)Nc2nnc(C3=COCCO3)o2)cc1OC	1	-0.4	0	0	-1	-2	-5	-7	1	-6
COc1cc(Cl)c(C)cc1NC(=O)COC(=O)c1cc[n+]([O-])cc1	-8	0.3	-5	1	0	-1	0	6	3	5
CCOc1ccccc1C1CC(c2cccc(NS(C)(=O)=O)c2)=NN1C(=O)c1ccccc1 (stereo unspecified)	-9	0.1	13*	-12	1	3	13*	-2	9.8*	-2
CCCN(CC(=O)Nc1ccccc1OC)C(=O)c1ccc(S(=O)(=O)NCc2ccco2)cc1	-1	-0.3	-2	-2	0	12	-7	2	-2	-5
COc1ccccc1C(=O)N1CCN(C(=O)c2oc3c(C)c(C)ccc3c2C)CC1	3	0.2	1	9	1	19	0	-3	-2	-1
COc1cc(OC)cc(C(=O)NC2CCCCCCC2)c1	2	-0.3	-5	-3	1	5	-6	-1	-3	3
Cc1ccnc(NC(=O)CCCOc2cc(=O)n(C)c3ccccc23)c1	0&-1	0.6&0.1	0&0	-4&6	3&2	-1&6	4&3	-7&-7	0&8	-5&0
C[C@@H](OC(=O)c1[nH]cnc1C(=O)N1CCc2ccccc2C1)c1ccccc1	1	0.4	-2	10	-1	-7	0	1	2	2
COc1ccc(-n2nc(C(=O)NCC(=O)Nc3cccc(Cl)c3)c3ccccc3c2=O)cc1OC	1	0.0	-1	6	1	28*	-12	3	0	0
CCn1c2ccccc2c2cc(NC(=O)COC(=O)c3cccc(S(=O)(=O)NC)c3)ccc21	-4	-0.2	7	2	1	11	-3	-1	-1	-6
CC(C)(C)c1ccc(C(=O)N2CCCN(C(=O)c3ccc(C(C)(C)C)cc3)CC2)cc1	-4	0.3	1	2	-1	-2	4	-1	3	5
Cc1ccc(CSc2nnc(-c3ccco3)n2N)cc1	-2	0.5	-2	6	0	-10	-3	-8	-1	-3
COc1ccc(CNC(=O)OCc2nccnc2C(=O)Nc2ccc(Br)cn2)cc1	1	-0.2	-5	3	-3	0	-2	-6	-1	2
C[C@@H]1CN([C@H](C)CO)C(=O)c2cc(NC(=O)Nc3ccc(F)cc3)ccc2O[C@@H](C)CCCCO[C@H]1CN(C)Cc1ccc(C(=O)O)cc1	0	0.7	-2	6	5	9	-5	-2	-1	-5
COc1cccc(-c2nc(CS(=O)CC(=O)NCc3ccc4c(c3)OCO4)c(C)o2)c1 (stereo unspecified)	2	0.3	-2	3	-1	-13	-1	3	3	-4
CCOC(=O)N1CCN(C(=O)c2c(O)c3cccc4c3n(c2=O)CC4)CC1	1	-0.5	-2	7	0	4	-1	-4	1	1
CNC(=O)c1ccc(Nc2nnc(C)c3ccccc23)cc1	0	1.7	-7	0	2	2	-123	-1	-96	0
CC(=O)C1=NN(c2ccccc2)C2(S1)S/C(=C\c1ccccc1)C(=O)N2c1ccccc1 (stereo unspecified)	-2	0.9	-3	0	1	-2	-1	0	1	3
O=S(CCc1ccncc1)Cc1ccccc1 (stereo unspecified)	0	0.2	-3	14	-2	4	0	6	-2	-3
CC(C)CC(=O)N[C@H](C(=O)N[C@H](C(=O)N[C@@H](CC(C)C)[C@@H](O)CC(=O)N[C@@H](C)C(=O)N[C@@H](CC(C)C)[C@@H](O)CC(=O)O)C(C)C)C(C)C	4&-2	-0.4&0.1	-3&-2	-13&3	0&-2	-5&-4	5&3	-5&-2	2&-1	0&0
O=c1onc(-c2c(F)cccc2F)n1-c1ccccc1Cl	0	0.5	-4	-4	-2	-10	-5	1	0	-2
Cc1ccc(Nc2c3c(nc4ncnn24)CCC3)cc1	-1	-0.1	0	8	2	-8	3	-10	0	-5
COc1cc2ccccc2cc1C(=O)Nc1ccccc1N1CCCC1	1	-16	-2	12	0	11	-43	-1	-38	3
COCC1CCN(Cc2cn(C)nc2-c2cccc(Cl)c2)C1 (stereo unspecified)	2	0.2	-2	15	-1	6	-6	3	-2	4
CC1(C(=O)NS(=O)(=O)c2ccc(Br)cc2)CCN1C(=O)CC1CCCCC1 (stereo unspecified)	18*	-0.1	-5	6	4	-2	-9	-4	-2	-6
Cc1cccc(/C=C2\Sc3ccc(C(=O)N4CCC(C)CC4)cc3N(C)C2=O)c1	2	-1.0	3	-1	2	2	-64	3	-39	-5
COc1cccc(NC(=O)[C@@H]2CCCN2S(=O)(=O)c2cccc3cccnc23)c1	-3	0.6	1	-14	-3	2	2	2	1	3
Cc1nnc(SCc2nc3ccccc3s2)n1-c1ccccc1	-2	-1.4	-7	3	0	0	-18	-5	-10	1
O=C(NC1CCCC1)C(c1ccccc1)N(C(=O)c1ccno1)c1cccnc1 (stereo unspecified)	2	-0.2	0	1	2	7	1	-6	4	2
CCC(=O)N(CCc1ccccc1)Cc1cc2ccc(OC)cc2[nH]c1=O	-3	0.0	-9	-4	3	5	0	1	4	-3
COC(=O)c1ccccc1S(=O)(=O)N1CCC(C(=O)NC2CCCCC2)CC1	2	0.0	-3	5	1	-5	-3	-1	-1	-4
O=C(Nc1ccc(O)cc1)c1c(O)c2c([nH]c1=O)CCCC2	-2	11	-10	3	-1	-4	-41	1	-13	-8
Cc1nc2nc(SCc3nc4ccccc4[nH]3)[nH]c2cc1Br	-2	0.4	-7	12	0	-1	-20	5	-7	2
O=C(CSC1=NCCS1)NC1CCCC1	4	0.1	2	-5	-2	2	4	-3	0	-2
CC1=C(C)C(O)N(Cc2ccccc2)C1=O (stereo unspecified)	-1	-0.1	-1	0	0	2	-1	-6	4	0
CN(C)c1ccc(C(=O)NCC(c2cccs2)N2CCOCC2)cc1[N+](=O)[O-] (stereo unspecified)	-4	-1.1	-5	-4	-6	-4	-9	6	1	1
CN(C)CC(O)COC(c1ccccc1)c1ccccc1 (stereo unspecified)	-4	-0.5	0	-2	1	6	1	2	0	6
Cc1ccc(C(C(=O)NC(C)(C)C)N(Cc2cccnc2)C(=O)C(=O)NC2CCCCC2)o1 (stereo unspecified)	-6	-0.1	-2	-8	-3	7	-6	-7	4	-2
Cc1ccc(NS(=O)(=O)c2ccc(CCC(=O)NCc3ccccn3)cc2)cc1	-3	-0.1	-2	-7	1	1	2	3	0	8
COc1ccccc1CCc1nnc(CCC(=O)NCC(C)Oc2cccnc2)o1 (stereo unspecified)	5	-0.3	-2	-19	18	-7	2	6	-1	-2
c1ccc(CSc2nc3ncccn3n2)cc1	1	0.0	-4	4	2	3	0	-5	-5	-6
CN(C)c1ccc(NC(=O)CCN2CCN(c3ccccn3)CC2)cc1	3	0.1	0	0	2	-1	-4	-1	1	-1
O=C(COC(=O)CCc1nc2ccccc2s1)NC(=O)NCc1ccco1	1	-0.2	-6	2	2	-4	-5	3	-1	-4
COC(=O)c1nnn(-c2nonc2N)c1CSc1nc2ccccc2s1	3	0.9	-2	-1	0	7	-3	4	-2	-6
O=C(COc1ccc(-n2cnnn2)cc1)Nc1ccc(Br)cc1F	-2	0.0	1	-22	2	3	-5	-3	2	6
CC(=O)c1ccc(S(=O)(=O)N2CCc3ccccc3C2)cc1	-3	0.8	0	0	1	-1	-2	-4	-12	-4
COCCSc1nnc(-c2cnccn2)o1	1	0.8	-4	0	0	7	-3	4	-3	2
O=C(OCCN1CCN(C2=NS(=O)(=O)c3ccccc32)CC1)c1ccccc1F	4	-0.5	1	-5	1	2	-3	3	-1	6
O=C(CCCCC(=O)NN=Cc1ccc(Cl)cc1)NN=Cc1ccc(Cl)cc1	2	0.0	-3	9	4	-5	1	6	-2	4
COc1ccc(NC(=O)c2cn(C)c(=O)c3cc(OC)c(OC)cc23)c(OC)c1	6	0.5	-3	-2	1	4	-3	3	3	8
C=CCOC(=O)C(C#N)c1nc2ccccc2nc1N1CCC(C(=O)OCC)CC1 (stereo unspecified)	1	0.4	-2	4	-2	9	-17	-3	-13	1

High-throughput results deposited in PubChem by The Scripps Research Institute Molecular Screening Center.
